KKLEB cytotox: reduces viability of KKLEB cystic fibrosis airway cells. KKLEB CF airway cells viability, ATPlite luminescence, overnight; hits give low values; cells stimulated with P. aeruginosa culture filtrate. activity change (cytotoxicity), % at 5 µM. actives 0.36% (n = 360,000);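 active = corrected activity change at or below -50% at 5 µM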
Peg3 prom inh: reduces Peg3 promoter-driven luciferase expression in HeLa. HeLa PEG-Prom luciferase reporter, luminescence, overnight. inhibition, % at 20 µM. actives 1.7% (n = 360,000);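 active = inhibition of at least 50% at 20 µM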
TWEAK Fn14 block: inhibitors of TWEAK-Fn14 interaction signaling | actives 2% (n = 360,000) | inhibition, % at 10 µM | TWEAK-stimulated Fn14 reporter cells, luciferase luminescence, 8 h; in the data active = inhibition above about 50%
aDG glyco act: increases alpha dystroglycan glycosylation. Pro5-aDG cells, alpha-DG glycosylation AlphaScreen (IIH6); 0% Pro5, 100% B10-LARGE cell signal. activation, % at 10 µM. actives 0.22% (n = 360,000). AID 624168;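 active = activation of at least 8% versus controls, or a plate z-score of at least 8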;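 also: Pro5 are CHO cells carrying HIG-tagged alpha-DG that lacks glycosylation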
HIF-2a block: blocks HIF-2a reporter activity. 786-0 RCC cells HIF-2a reporter, luciferase luminescence, overnight. inhibition, % at 18.8 µM. actives 0.72% (n = 360,000). AID 624352;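 active = inhibition of the luminescence signal of 40% or more relative to plate controls, in a single-dose primary screen at 18.75 µM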
NR2E3 ag-1: agonists of human nuclear receptor NR2E3; AID 2300; GST-NR2E3/biotin-RetCOR TR-FRET, 1536-well; actives 0.12% (n = 320,000); inhibition of corepressor binding, % at 4.78 µM;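 active = percent inhibition above the cutoff of mean plus 3 SD of all tested compounds, set per screening campaign, cut at about 20% in these data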;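 also: 0% = DMSO wells and 100% = biotin wells as full block of FRET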
Target sequence (Q9Y5X4 whole entry, looked up): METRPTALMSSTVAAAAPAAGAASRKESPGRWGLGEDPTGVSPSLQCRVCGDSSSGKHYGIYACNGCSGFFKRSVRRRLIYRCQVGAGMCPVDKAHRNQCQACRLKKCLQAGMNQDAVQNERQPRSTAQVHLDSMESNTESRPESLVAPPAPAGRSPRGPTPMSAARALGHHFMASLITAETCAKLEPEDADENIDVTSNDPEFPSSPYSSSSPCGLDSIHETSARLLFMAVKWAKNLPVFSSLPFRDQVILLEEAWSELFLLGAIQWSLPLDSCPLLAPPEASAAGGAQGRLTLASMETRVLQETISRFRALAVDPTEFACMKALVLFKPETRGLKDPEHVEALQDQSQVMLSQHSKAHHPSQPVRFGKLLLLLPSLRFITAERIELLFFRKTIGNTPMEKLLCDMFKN
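Material: NR2E3–RetCOR corepressor complex / Incubation: Compound–protein incubation for 5 h at 4 °C / Dosing: compound at 4.8 µM, single dose / Detection: time-resolved FRET / Benchmarks: high control biotin, low control 0.6% DMSO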
hiPSC survival: increases survival of single human iPS cells. hiPSC single-cell survival, ATPlite luminescence; 100% = ROCK inhibitor wells, 0% = DMSO. survival enhancement, % at 20 µM. actives 0.044% (n = 360,000). AID 602274; in the data active = survival enhancement above about 18%;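 also: cells exposed to compounds for 16 hours before the ATP read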
Shn3 3UTR inh: inhibitors of Schnurri-3 3'UTR reporter in osteoblasts; inhibition, % at 12.5 µM; AID 588674; Clone20 osteoblast Shn3 3'UTR firefly luciferase, 24 h; actives 0.52% (n = 360,000);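 active = mean inhibition of at least 75% with every replicate also reaching 75%; inconclusive = mean inhibition at least 75% but some replicate below; inactive = mean inhibition below 75%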;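 also: 0% = median of neutral control wells and 100% = pilot-screen positive control compound; some compounds past the cut are filed as inactive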
MITF TRPM1 inh: MITF TRPM1 promoter inhibition in SK-MEL-5 cells | SK-MEL-5 TRPM1 promoter luciferase, 24 h | inhibition, % at 12.5 µM | actives 0.83% (n = 330,000) | AID 488899;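 active = mean inhibition across replicates of 60% or more, whatever share of single replicates reaches that level; inconclusive = some that reach 60%, reason not given; inactive = mean inhibition across replicates below 60%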; also: values of inactives mirror those of a sister screen read the other way
NR2E3 ag-2: human photoreceptor-specific nuclear receptor agonism. Q9Y5X4. CHO-S Gal4-NCOR/VP16-NR2E3 two-hybrid, luciferase. inhibition of corepressor binding, % at 3.98 µM. actives 0.35% (n = 360,000). AID 602229;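 active = inhibition above the mean of all tested compounds plus 3 SD, cut at about 70% in these data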;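 also: 0% = DMSO with NR2E3 transfected cells and 100% = cells lacking NR2E3 construct; higher means lower luciferase signal from less NR2E3 corepressor binding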
CF NFkB inh: blocks PAF-induced NF-kB reporter in cystic fibrosis cells; KKLEB NF-kB-GFP reporter, GFP fluorescence overnight; inhibition, % at 5 µM; actives 0.86% (n = 360,000); AID 588850;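 active = at least 50% inhibition at 5 µM, scaled per plate between neutral and stimulator controls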;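 also: PAF is a Pseudomonas aeruginosa culture filtrate used as stimulus; plate controls were PAF-stimulated DMSO wells for no effect and unstimulated DMSO wells for full effect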
Active calls of the source: *; ? = inconclusive; . = not tested or not shown.

SMILES	KKLEB cytotox	Peg3 prom inh	TWEAK Fn14 block	aDG glyco act	HIF-2a block	NR2E3 ag-1	hiPSC survival	Shn3 3UTR inh	MITF TRPM1 inh	NR2E3 ag-2	CF NFkB inh
O=C(c1ccc(Cl)cc1)n1cnc2ccccc21	8.5	18.9	-9.0	0.1	6.2	2.2	0.1	10.0	-16.1	-8.6	-10.8
CC1CCCN(CCCNC(=O)CN2C(=O)COc3ccc(S(=O)(=O)N4CCOCC4)cc32)C1 (stereo not drawn)	12.0	3.3	7.1	0.1	-2.5	-1.0	-0.5	-12.6	-2.9	5.6	9.3
COc1ccc2oc(=O)c(/C(C)=N/Nc3nc(-c4cc(C)ccc4C)cs3)cc2c1	3.0	5.6	0.7	-0.2	0.9	1.2	4.7	0.7	3.4	-11.9	-7.2
O=C(NCCCN1CCCC1=O)[C@H](CSCc1ccccc1)N1Cc2ccccc2C1=O	0.9	2.4	-26.1	0.0	9.5	4.8	0.2	5.6	1.7	-13.9	14.4
CS(=O)(=O)c1sc2nc(-c3cccs3)cc(-c3ccccc3)c2c1N	-3.4	23.7	10.0	-0.4	6.9	2.2	0.7	-11.9	-13.0	-31.1	18.6
O=C(NCc1ccc(Cl)cc1)C1CCC(CNc2c(N3CCCC3)c(=O)c2=O)CC1 (stereo not drawn)	-5.0	13.4	-5.1	-0.2	22.3	2.3	0.0	6.9	3.1	-1.1	-0.7
Nc1n[nH]c(C2CC2)c1N=Nc1ccc(Cl)c(Cl)c1	4.6	-85.7	-1.7	-0.2	-140.8	-2.1	1.3	8.0	.	-30.9	13.7
COc1ccc(CCNC(=O)C2CCN(C(=O)c3cccc(Cl)c3)CC2)cc1OC	-7.7	8.2	8.6	0.0	13.2	6.4	1.0	-12.2	5.8	-38.8	7.9
COc1cc(N)c(Cl)cc1C(=O)OCC(=O)NCC1CCCO1 (stereo not drawn)	10.7	2.2	2.0	-0.1	8.5	.	0.1	-13.3	-7.0	-3.6	-29.4
Cc1ccc(OC(=O)c2oc3ccc(F)cc3c2C)c(C)c1	-69.0*	-52.8	-12.7	0.0	-114.0	-3.1	1.4	-37.8	-0.2	29.5	53.3*
CCC1CCCCN1CC(=O)Nc1cc(C)nn1-c1nc(C)cc(C)n1 (stereo not drawn)	-18.8	19.3	-0.4	0.8	3.7	5.7	0.1	15.8	4.7	-28.5	17.5
CC(=O)Nc1ccc(N2CCN(c3ccc(C(F)(F)F)cn3)CC2)nc1	-14.2	-25.9	-9.5	0.1	5.1	3.6	0.1	-8.0	-18.2	15.1	4.2
O=C(COC(=O)c1n[nH]c2ccccc12)Nc1ccccc1	5.8	-205.7	-28.7	0.2	-201.2	-2.0	-0.8	-91.5	-48.8	-74.8	3.4
CSCCC(NC(=O)COc1ccccc1)C(=O)Nc1ccc(C)cc1 (stereo not drawn)	-7.1	8.3	4.8	-0.3	7.9	2.8	1.9	-3.2	-1.5	-34.6	-13.9
O=C(O)c1ccccc1CSc1nc2ccccc2s1	2.1	-233.4	53.1*	0.0	-144.2	-3.1	0.4	-53.2	-19.7	-135.3	-6.2
CCc1ccc(N2CC(C(=O)Nc3ccc4c(c3)OCCO4)CC2=O)cc1 (stereo not drawn)	4.8	46.0	51.1*	-0.1	18.1	2.3	-0.2	11.4	21.4	28.4	-3.5
CCCSC(=S)NC1CCS(=O)(=O)C1 (stereo not drawn)	-4.8	7.4	78.9*	0.3	41.3*	2.2	-1.5	3.5	17.0	20.1	43.9
COc1ccccc1C(=O)NC(CCSC)C(=O)NNC(=O)c1csc(N2CCOCC2)n1 (stereo not drawn)	5.2	15.2	-9.0	0.0	12.8	4.7	0.9	-11.5	1.7	-25.6	8.7
CC(C)(O)c1[nH]c2ccc(C(F)(F)F)cc2c1C(C)(C)O	-5.6	-11.6	5.4	-0.2	-40.0	-2.5	-4.0	-8.0	-3.6	-7.5	12.8
Cc1ccc(S(=O)(=O)Cn2nnnc2C(C(C)C)N2CCSCC2)cc1 (stereo not drawn)	5.1	10.2	4.1	-0.2	-0.1	2.0	-1.2	29.0	4.8	15.2	-1.2
CCCN(CCC)CC(=O)NCC1(c2ccccc2)CCOCC1	-9.8	6.7	-13.2	0.3	2.6	1.1	-0.1	10.1	8.1	22.6	14.9
CCN(CC)CC(C)(C)C(=O)/C=C/c1ccc(/C=C/C(=O)C(C)(C)CN(CC)CC)cc1	-65.5*	102.2*	102.5*	-0.4	91.3*	.	0.5	98.3*	93.3*	102.9*	91.6*
CC(Cc1ccccc1)N/C=C1\CC(=O)NC1=O (stereo not drawn)	-1.2	1.6	-4.2	-0.1	-0.8	-2.4	-4.5	0.3	7.7	4.2	-3.5
O=C1CCC(=O)N1OCCOc1ccc(Cl)c2ccccc12	5.0	10.1	-18.6	-0.2	1.3	-4.1	-0.7	2.5	9.6	-0.3	0.5

Structures from the list above that contain a CF3 group, in the order listed:
SMILES	KKLEB cytotox	Peg3 prom inh	TWEAK Fn14 block	aDG glyco act	HIF-2a block	NR2E3 ag-1	hiPSC survival	Shn3 3UTR inh	MITF TRPM1 inh	NR2E3 ag-2	CF NFkB inh
CC(=O)Nc1ccc(N2CCN(c3ccc(C(F)(F)F)cn3)CC2)nc1	-14.2	-25.9	-9.5	0.1	5.1	3.6	0.1	-8.0	-18.2	15.1	4.2
CC(C)(O)c1[nH]c2ccc(C(F)(F)F)cc2c1C(C)(C)O	-5.6	-11.6	5.4	-0.2	-40.0	-2.5	-4.0	-8.0	-3.6	-7.5	12.8

Remaining list, next part.
SMILES	KKLEB cytotox	Peg3 prom inh	TWEAK Fn14 block	aDG glyco act	HIF-2a block	NR2E3 ag-1	hiPSC survival	Shn3 3UTR inh	MITF TRPM1 inh	NR2E3 ag-2	CF NFkB inh
Cc1ccc(C(=O)N/C(=C/c2ccco2)C(=O)N2CCOCC2)cc1	-0.9	4.8	1.1	0.0	10.8	2.2	-0.1	7.8	-1.4	11.0	22.2
Cc1cc(C)c(C)c(S(=O)(=O)N2CCCN(C)CC2)c1C	5.4	-3.1	7.7	0.1	11.5	3.4	-0.4	-5.8	-9.2	-22.4	-1.5
N#C/C(=C\c1cn(CCOc2ccccc2F)c2ccccc12)C(=O)NCc1cccs1	-14.7	-2.5	-93.0	-0.2	19.4	5.4	-0.6	5.3	-1.7	-5.4	19.6
Cc1cc(Br)ccc1OCC(=O)N(Cc1nc(-c2ccccc2)no1)C(C)C	-21.2	23.6	-23.5	0.4	-0.8	2.0	0.0	28.1	-3.7	3.1	0.5
O=C(CN1CCCCC1)Nc1ccc(C(F)(F)F)cc1Cl	9.0	-11.2	-12.7	0.1	-10.9	-3.3	1.1	-25.9	-13.5	-1.9	8.9
CCN1C(=O)/C(=C\c2ccco2)C(C(=O)OC)=C1C	0.2	3.5	-5.4	-0.1	-3.5	-0.1	-0.2	11.3	0.9	-17.1	7.5
Cc1cccc(-c2nc(CC(=O)Nc3cccc(S(=O)(=O)NC4=NCCC4)c3)cs2)c1	10.0	-2.4	-17.5	0.0	-36.0	0.3	1.3	-1.2	-17.6	-2.1	-0.1
COc1nc(=O)n(C2OC(CO)C(O)C2O)cc1C (stereo not drawn)	-3.3	2.7	16.7	0.0	6.2	.	1.4	?	-12.1	-9.0	9.8
NC(=O)C(c1ccc(Sc2ccccc2)nn1)c1ccc(Cl)cc1Cl (stereo not drawn)	-10.2	-11.6	-10.8	0.1	14.9	1.6	9.5	-4.6	11.1	25.1	16.3
COc1ccc(Cl)cc1NC(=O)c1cc(-c2ccccc2)on1	6.6	16.9	-10.7	0.0	4.0	1.8	-0.7	14.4	9.5	-5.2	-3.0
COc1ccc(S(=O)(=O)N(C)C[C@H]2Oc3ccc(NC(=O)CCC(F)(F)F)cc3C(=O)N([C@H](C)CO)C[C@@H]2C)cc1	24.1	14.2	4.6	-0.1	6.4	.	4.4	-3.2	-3.5	-13.4	-15.8
COC(=O)c1cccc(NC(=O)C2COc3ccccc3O2)c1 (stereo not drawn)	-0.9	-217.6	-13.7	0.1	-213.5	1.0	0.0	-44.0	-74.6	3.5	4.1
CC1CCCCC1Nc1ncnc2sccc12 (stereo not drawn)	-8.2	10.9	24.7	0.3	4.6	1.6	-0.3	18.4	12.5	63.8	20.1
COc1ccc(-n2c(Cc3cccn3C)nnc2SCC(=O)Nc2cccc(NC(C)=O)c2)cc1	5.5	-4.0	9.4	-0.3	-20.5	1.8	0.9	-32.3	5.4	6.0	-4.8
C#CCOCCOCCOCCNc1nc(N2CCOCC2)nc(N2CCN(C(=O)[C@H]([C@@H](C)CC)n3cc(CCCN=C(N)N)nn3)CC2)n1	-1.3	-5.2	-8.4	0.1	-5.5	2.9	0.6	-24.1	-1.8	3.5	-2.3
CCCCCC(=O)NC(=S)Nc1ccc(Br)cc1C	15.4	3.1	1.0	0.0	-18.4	-3.2	-0.5	-52.3	-3.7	-3.9	6.9
O=c1ccc2ccc(O[C@@H]3O[C@H](CO)[C@@H](O)[C@H](O)[C@H]3O)c(O)c2o1	-5.4	3.9	-6.6	-0.3	8.6	1.8	4.8	-4.6	9.9	-7.4	-3.3
COCCNC(=O)C1(C)CCCN(C(=O)c2cccc(C(F)(F)F)c2)C1 (stereo not drawn)	-3.2	8.1	4.1	0.1	6.4	.	-2.6	12.9	.	-2.9	6.5
CCCOc1ccc(-c2nc(N3CCN(CC)CC3)c3ccccc3n2)cc1	-5.4	-21.2	-45.0	0.8	-87.5	-0.6	-0.6	6.2	-13.5	-47.2	12.6
COc1ccc2c(c1)CCCC21NC(=O)N(CC(=O)c2cc(F)ccc2F)C1=O (stereo not drawn)	-7.5	7.9	-7.1	-0.1	2.8	1.5	-0.3	-0.5	1.8	-18.7	19.6
COc1cc(/C=C/C(=O)OCC(=O)NC(=O)NC(C)(C)C)cc(OC)c1OC	-2.4	9.7	3.8	-0.2	3.7	0.7	2.8	-10.4	-5.3	22.2	-4.7
CC1Cc2ccccc2N1C(=O)CN(C)CC(=O)Nc1cccc(F)c1 (stereo not drawn)	4.1	13.0	12.5	0.1	16.4	1.6	-0.5	21.0	6.3	-5.4	7.0
Cc1cc(OCCCCOc2ccc(S(N)(=O)=O)c(C)c2)ccc1S(N)(=O)=O	3.5	16.1	15.4	0.1	25.6	-1.7	0.7	44.2	14.1	11.4	-10.7
N#C/C(=C\c1cccnc1)C(=O)Nc1ccc(Cl)cc1	20.5	12.0	-15.8	-0.2	1.0	-2.9	-0.5	26.4	4.1	-15.8	-17.4
C=CCn1c(O)c(N=NC(=S)Nc2cccc(C)c2)c2ccccc21	-2.4	21.2	-4.3	2.0	-15.6	-4.2	-1.7	72.9	7.2	79.8*	4.5
Cc1nc(-c2nc(-c3c(C(=O)NNC(=O)Nc4cccc(Cl)c4)noc3C)cs2)cs1	16.8	9.9	-21.0	-0.2	8.7	2.1	-0.7	-0.9	9.6	-16.7	-24.1
Cc1csc(NC(=O)CSc2nnc(-c3ccoc3C)o2)n1	2.1	-186.4	-8.3	0.2	-168.4	1.2	-0.4	-37.0	-31.0	-70.1	-8.1

From PubChem
